# From PubChem
# PG9 Ab binder = small molecules binding HIV-1 gp120 antibody PG9; TR-FRET gp120-PG9 antibody binding; inhibition, % at 6.7 µM; actives 0.43% (n = 360,000); in the data active = inhibition above about 8.5%
# LEDGF integ inh = blocks HIV-1 LEDGF/p75-dependent DNA integration. TR-FRET IN-LEDGF/p75 DNA integration, Eu/Cy5. actives 0.64% (n = 370,000). AID 743269. inhibition, % at 3.7 µM;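 active = inhibition above the screen-wide mean plus 3 SD, cut at about 13% in these data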;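 note: signal is the Cy5 over europium emission ratio at 671 and 618 nm; 0% = plate median of compound wells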
# TDP2 absorb = blocks human TDP2 phosphodiesterase activity. O95551. recombinant TDP2, T5PNP hydrolysis, p-nitrophenol absorbance 415 nm. inhibition, % at 12.8 µM. actives 0.34% (n = 370,000). AID 720702;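 active = inhibition above the mean of all tested compounds plus 3 SD, set per campaign, cut at about 25% in these data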;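 note: 0% = DMSO with enzyme and 100% = buffer with substrate but no TDP2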
#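 Read-out basis: percent inhibition. System: recombinant human TDP2. Buffer or medium: Mg2+-containing Tris-HCl buffer, pH 7.5. Repeats: single replicate. Timing: reaction 2 h, 37 °C. Benchmarks: high control without enzyme, low control DMSO plus TDP2. Probe or stimulus: 5 mM T5PNP. Doses: 12.8 µM only. Measured by: epi absorbance of p-nitrophenol freed from T5PNP by hydrolysis.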
# Rev-erbA mod = modulates human Rev-erb alpha binding to DNA; P20393; Rev-erbα–FITC-DNA binding, fluorescence polarization, 90 min; activity, % at 10 µM; actives 0.79% (n = 370,000);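 active = activity above about 14%, limit read from the data; passing the limit was not always enough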;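 note: 0% = DMSO wells with 35 nM protein and 100% = DMSO wells with 750 nM protein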
# Target sequence (P20393 whole entry, looked up): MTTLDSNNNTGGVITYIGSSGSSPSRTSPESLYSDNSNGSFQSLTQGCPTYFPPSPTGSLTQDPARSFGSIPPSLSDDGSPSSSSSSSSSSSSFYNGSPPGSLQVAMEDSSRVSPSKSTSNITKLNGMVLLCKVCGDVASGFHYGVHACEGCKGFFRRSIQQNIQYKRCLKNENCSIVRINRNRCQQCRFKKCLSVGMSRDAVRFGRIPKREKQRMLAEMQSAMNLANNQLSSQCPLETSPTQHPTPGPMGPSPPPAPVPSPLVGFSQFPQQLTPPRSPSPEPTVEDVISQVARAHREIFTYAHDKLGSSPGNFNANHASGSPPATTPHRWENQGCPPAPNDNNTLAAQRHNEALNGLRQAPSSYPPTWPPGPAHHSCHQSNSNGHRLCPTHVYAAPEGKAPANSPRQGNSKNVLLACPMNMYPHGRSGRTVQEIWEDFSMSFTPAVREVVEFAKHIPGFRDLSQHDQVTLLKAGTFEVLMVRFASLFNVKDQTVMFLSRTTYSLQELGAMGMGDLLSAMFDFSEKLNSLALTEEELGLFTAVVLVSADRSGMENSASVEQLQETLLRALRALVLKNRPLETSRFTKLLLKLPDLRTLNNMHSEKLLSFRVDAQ
# mABHD4 FP = ABHD4 (mouse) inhibition, primary FP screen; inhibition, % at 8.92 µM; actives 0.54% (n = 370,000); Q8VD66; AID 720543; purified mABHD4, FP-Rh probe fluorescence polarization;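 active = inhibition exceeding the mean over every tested compound plus 3 SD, cut at about 30% in these data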;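 note: 0% = plate median of compound wells and 100% = S159A mutant with DMSO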
#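 Test system: mABHD4 protein | Buffer or medium: HEPES pH 7.0 buffer, 150 mM NaCl, 0.01% Pluronic F-127 | Probe or stimulus: FP-Rh fluorescent activity-based probe, added after compound pre-incubation | Timing: Pre-incubation 45 min, probe exposure 60 min, at 25 °C | Technique: Fluorescence polarization, excitation 525 nm, emission 598 nm, BODIPY TMR filters | Repeats: Single well per compound (singlicate)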
# PRMT1 inh = PRMT1 (human) inhibition, primary screen; Q99873; recombinant PRMT1, activity-based probe fluorescence polarization; inhibition, % at 2.79 µM; actives 1.3% (n = 370,000);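 active = inhibition above about 21% made by adding two undisclosed values, limit read from the data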
# Target sequence (Q99873 whole entry, looked up): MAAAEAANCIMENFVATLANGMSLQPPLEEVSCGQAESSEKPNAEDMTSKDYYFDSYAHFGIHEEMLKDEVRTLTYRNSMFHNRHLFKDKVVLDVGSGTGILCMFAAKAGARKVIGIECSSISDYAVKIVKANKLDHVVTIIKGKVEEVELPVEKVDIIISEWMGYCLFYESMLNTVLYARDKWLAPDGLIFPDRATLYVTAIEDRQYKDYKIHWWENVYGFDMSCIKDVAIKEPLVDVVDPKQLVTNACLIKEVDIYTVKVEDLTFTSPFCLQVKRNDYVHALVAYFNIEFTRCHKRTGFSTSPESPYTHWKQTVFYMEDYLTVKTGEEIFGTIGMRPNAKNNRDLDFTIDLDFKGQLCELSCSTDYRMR
# SIAE primary = human SIAE inhibition, primary screen | Q9HAT2 | SIAE FP-Rh probe binding, fluorescence polarization | inhibition, % at 9.66 µM | actives 0.69% (n = 370,000);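 active = inhibition above a cutoff: mean of compounds within the control limits plus 3 SD of those, cut at about 17% in these data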;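 note: 0% = plate median of compound wells and 100% = probe without SIAE protein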
# HTRA1 inhibitor = blocks human HTRA1 serine peptidase. recombinant HTRA1, FP-rhodamine activity-based probe, fluorescence polarization. inhibition, % at 5.96 µM. actives 0.5% (n = 340,000); in the data active = inhibition above about 36%;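 note: 0% = enzyme with DMSO and 100% = wells lacking enzyme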
# TCR CD3 inh = blocks the human TCR-CD3 interaction | TAMRA-labeled TCR probe fluorescence, biochemical | inhibition, % at 9.4 µM | actives 0.37% (n = 360,000); in the data active = inhibition above about 19%;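 note: recombinant mutant TCR 2C K166C tagged with TAMRA read by polarization; 0% = receptor in buffer alone and 100% = receptor with positive control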
# rCAG RNA binder = molecules binding r(CAG) RNA repeats; r(CAG) RNA repeat, TO-PRO-1 dye displacement fluorescence; inhibition, % at 3 µM; actives 1.3% (n = 370,000); AID 651821;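 active = inhibition above the plate cutoff, the mean of all test compounds on that plate plus 3 SD, cut at about 35% in these data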;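 note: 0% = DMSO alone and 100% = 100 µM mitoxantrone as full dye displacement; higher means more dye released from RNA so lower well fluorescence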
# Active calls of the source: *; nt = not tested or not shown. The list is partial. The share of hits here may be higher or lower than overall.
SMILES,PG9 Ab binder,LEDGF integ inh,TDP2 absorb,Rev-erbA mod,mABHD4 FP,PRMT1 inh,SIAE primary,HTRA1 inhibitor,TCR CD3 inh,rCAG RNA binder
COC(=O)C(C)Sc1nnc(Cc2cc(=O)[nH]c(=O)[nH]2)n1-c1ccc(OC)cc1 (configuration not stated),-0.3,3.5,-15.6,-2.5,7.8,-0.7,1.2,1.9,1.3,1.8
COC(=O)Cc1ccc(NC(=O)c2ccc(NC(=O)c3ccco3)cc2)cc1,0.3,-4.4,6.5,-6.1,-0.4,0.9,-16.1,-8.4,-3.0,-3.7
O=S1(=O)C=CC(Nc2cccc(Cl)c2)C1 (configuration not stated),-2.9,-0.2,2.6,-2.0,2.2,1.0,-6.3,0.8,-4.1,0.6
COc1cccc(-n2c(SCC(=O)NC3CCCCC3)nc3n[nH]c(C)c3c2=N)c1,1.0,-3.0,6.4,-1.0,-3.5,3.6,-11.0,-53.0,-4.0,1.6
O=S(=O)(NCc1ccccc1)NCc1ccccc1,0.1,-2.1,0.1,-1.6,-0.6,-0.1,-4.9,7.6,-1.0,-3.1
CCn1c(COc2ccccc2C)nnc1SCC(=O)Nc1cc(C)on1,1.1,2.5,-12.9,-0.9,3.6,3.4,-11.3,-1.2,0.1,-0.9
CC1CCCC(C)N1C(=O)CSc1nnnn1C1CCCC1 (configuration not stated),-1.7,2.3,8.3,-1.9,2.8,-6.4,0.3,16.3,3.2,-4.6
COc1ccc(-c2c(C(F)(F)F)nn(C)c2NC(=O)c2ccco2)cc1,-1.1,3.5,10.1,7.7,-1.2,1.1,11.4,1.0,1.8,0.1
O=C(Nc1ccc(S(=O)(=O)NC2=NCCCCC2)cc1)c1cc(S(=O)(=O)N2CCOCC2)ccc1F,-0.2,0.8,2.8,2.9,1.9,2.4,-8.1,-3.6,2.1,3.7
Cc1cc(=O)oc2cc(OCC#N)ccc12,0.1,-2.1,-6.3,7.1,-5.3,4.7,0.6,0.3,-3.8,-2.4
COC(=O)c1ccccc1S(=O)(=O)N(Cc1ccco1)Cc1cc2cc(OC)ccc2[nH]c1=O,-1.1,3.3,-13.0,4.2,6.1,29.8*,-1.1,-2.2,3.4,9.3
CCCCCN(C(=O)Cc1c(C)n(CCCCC)c2ccccc12)c1ccc(Oc2cccnc2)c(C)c1,-1.5,1.2,-0.3,3.5,3.2,-0.7,1.0,nt,-0.8,1.8
C/C(N)=C(/C#N)C(=O)CSc1nc2ccccc2c(=O)n1-c1ccccc1C,-2.1,1.1,-5.8,-1.1,-11.6,-0.9,-6.4,-19.8,-0.2,4.4
Cc1c(C(=O)N2CCN(Cc3nccn3C)CC2)oc2c(F)cccc12,-0.7,1.3,-4.0,-3.9,-4.8,-5.4,3.7,3.0,5.4,-1.2
CC(C)C(=O)OC/C(O)=C(\C#N)c1nc2ccccc2[nH]1,-2.0,6.0,-8.3,-1.6,-2.0,0.5,-2.4,7.0,-1.1,4.7
CCC(=O)Nc1nnc(S(=O)(=O)N(C)c2ccccc2)s1,-2.1,1.7,-6.5,-3.3,2.8,0.3,-2.7,-2.0,-5.8,4.1
CCc1nc2c(OCc3ccc(F)c(F)c3)cccn2c1N(C)C(=O)c1ccc(OC)cc1,-0.4,-5.3,-10.2,6.0,-4.3,1.4,4.9,nt,-4.8,-0.4
Cc1c(Br)c(O)c(Br)c2sc(=O)oc12,17.8*,55.2*,42.0*,-3.2,67.1*,80.3*,28.9*,47.1*,25.0*,92.4*
CC(=O)c1c(N2CCCCC2)nc(=O)n(-c2ccccc2)c1C,-1.7,-2.3,16.2,-0.1,-0.8,-0.2,2.7,-1.6,1.8,0.7
O=C(CCCn1c(=O)[nH]c2cc(Cl)ccc2c1=O)NCCCN1CCN(c2ccc(F)cc2)CC1,-0.3,2.3,-4.4,-5.8,2.6,-1.3,1.4,1.5,1.0,-8.2
CC(=O)N/C(=C/c1ccccc1)C(=O)NCCO,-1.3,-0.2,0.8,4.0,-0.2,-1.7,2.6,-2.6,0.7,2.3
CC(=O)N(O)CCCCCNC(=O)CCC(=O)N(O)CCCCCNC(=O)CCC(=O)N(O)CCCCCNC(=O)CCC(=O)O,-0.1,-6.3,-4.2,-3.6,4.5,-4.1,2.1,-1.6,0.4,2.2
CC1(C)CN(c2cccc(-c3ccnc4ncnn34)c2)C1=O,-0.8,3.5,0.7,2.0,5.4,0.7,-0.8,-1.5,-0.9,-1.9
NC(=O)c1ccc(NC(=O)COC(=O)C2(c3cccc(F)c3)CCCC2)cc1,-0.5,0.7,-6.8,2.0,-5.8,4.4,-5.5,-11.9,0.4,-0.1
COc1ccc(NC(=S)Nc2ccc3nccnc3c2)cc1,-2.2,-2.8,-4.2,-5.5,6.6,5.8,-1.1,4.6,-5.4,-4.2

# Additional structures follow.
SMILES,PG9 Ab binder,LEDGF integ inh,TDP2 absorb,Rev-erbA mod,mABHD4 FP,PRMT1 inh,SIAE primary,HTRA1 inhibitor,TCR CD3 inh,rCAG RNA binder
COc1ccc(COC(=O)C2=C(C)NC(=O)NC2c2ccccc2OC(C)C)cc1 (configuration not stated),0.7,-0.6,0.1,-1.5,-12.9,2.1,-2.6,-5.9,-0.8,-6.6
CC(C)(OC(=O)c1ccc(C#N)cc1)c1cc2ccccc2c(=O)o1,-0.3,-1.9,-1.5,0.9,-0.5,-2.0,-1.3,-12.1,1.9,-4.8
CC(C)C1Cc2[nH][nH]c(=O)c2C(c2ccc(Cl)cc2)O1 (configuration not stated),0.8,3.7,-11.0,5.9,4.5,-2.1,2.5,nt,2.5,12.1
CCCN(c1ccc(C(C)C)cc1)S(=O)(=O)c1c(C)noc1C,-1.4,0.0,-4.3,8.0,-1.9,-1.0,-2.6,-0.2,3.0,-2.2
CCCC(=O)Nc1c(C(=O)OCC)[nH]c2ccccc12,1.1,-2.0,0.5,-5.7,5.3,-2.8,4.4,-7.7,3.3,0.4
COc1ccc(-n2c(SC)nc3sc4c(c3c2=O)CCN(C)C4)cc1,-0.8,3.9,-9.4,-1.3,2.6,-7.8,-3.5,-7.8,1.0,1.3
O=C(CSc1ncn[nH]1)N/N=C/c1ccc(F)cc1,-0.1,-6.3,-4.5,5.0,-6.0,8.9,-6.0,5.8,1.4,-2.2
CCOc1cccc(CN2CCCC(C(=O)c3cccc(C(F)(F)F)c3)C2)c1O (configuration not stated),1.2,2.5,1.6,-5.8,-4.7,-0.7,-0.4,-2.0,2.8,-3.6
Cc1nn(C(C)C(=O)NCCCN2CCCCC2C)c(=O)c2c1sc1ccccc12 (configuration not stated),-1.3,-0.4,-13.0,1.9,2.8,-2.5,4.5,-2.2,1.9,1.9
Cc1cnc(C(=O)OCC(=O)Nc2cc(Cl)cc(Cl)c2)cn1,-0.3,-2.7,-7.9,1.5,1.2,0.9,-11.5,-9.6,1.6,0.5
[O-]/[N+](=C\c1cccc(Br)c1)c1ccccc1,-3.9,1.5,6.1,6.0,-1.6,-0.5,0.7,-11.3,0.6,1.9
S=C(N/N=C/c1ccccc1Cl)Nc1cccc(Cl)c1Cl,-2.3,4.4,2.1,-3.1,5.7,-1.0,-3.5,-9.8,-0.8,5.6
COn1c(SCc2cccc(Cl)c2)nc2ccccc2c1=O,2.0,1.4,-10.5,4.2,-2.5,4.2,-12.1,-34.7,-4.4,-0.4
O=C(CN1CCOCC1)OCCCc1ccccc1,0.7,4.5,11.2,0.7,-0.3,-0.7,11.1,4.2,-0.3,-2.4
COc1cccc(C2CC(c3cccc(C)c3)n3ncnc3N2)c1 (configuration not stated),-0.6,1.9,6.9,-6.5,-0.1,0.9,2.5,1.3,6.6,-5.5
Cc1ccc2c(CC(=O)N(C)c3c(N)n(Cc4ccccc4)c(=O)[nH]c3=O)coc2c1,-0.5,-0.4,10.2,-5.1,-0.9,94.1*,0.2,4.1,7.8,0.9
CCC(C(=O)N1CCN(S(=O)(=O)c2sc(C(=O)O)c(C)c2C(=O)O)CC1)c1ccccc1 (configuration not stated),1.5,-2.9,3.7,0.4,9.3,-0.4,3.3,8.5,-2.0,1.7
CC1=C(C(=O)N2CCOCC2)C(c2ccc(O)cc2)NC(=S)N1 (configuration not stated),-2.2,-0.9,-19.6,3.7,-12.3,3.0,-1.6,4.5,-6.0,5.5
O=P(Cc1ccccc1O)(c1ccccc1)c1ccccc1,1.8,-2.7,3.0,-5.0,-8.5,-0.3,3.9,6.4,2.0,-4.7
CCCCn1c(N)c(N(CC(C)C)C(=O)c2cccc(S(=O)(=O)N3CCCCCC3)c2)c(=O)[nH]c1=O,-1.7,5.3,9.5,-2.1,2.5,0.8,-1.6,-3.8,6.6,2.5
COc1ccc(C(=O)N/C=C/n2cnc3cc(C(F)(F)F)ccc32)cc1,-0.4,-2.8,22.6,3.2,-6.0,-3.9,-2.0,-2.0,1.9,-6.6
O=C(OCC(=O)N1CCC(Cc2ccccc2)CC1)c1ccccc1O,1.1,3.9,-12.1,4.4,-10.3,6.8,-8.9,-13.9,-11.4,2.9
Clc1ccc(-c2nc3cc(CN4CCCCC4)ccc3o2)cc1,-1.3,-1.6,-1.7,2.4,6.8,0.6,-7.3,4.3,-5.5,-1.4
COc1ccccc1CNC(=O)c1ccc(OC(F)F)c(OC)c1,-2.4,3.2,-13.9,0.9,-12.5,-4.9,5.9,3.3,1.8,-0.7
Cc1c(-c2nc(N)nc(Nc3ccccc3F)n2)oc2ccccc12,-0.6,-2.7,-0.1,4.8,-7.0,-2.3,-2.6,-48.1,-0.4,12.2

# More compounds.
SMILES,PG9 Ab binder,LEDGF integ inh,TDP2 absorb,Rev-erbA mod,mABHD4 FP,PRMT1 inh,SIAE primary,HTRA1 inhibitor,TCR CD3 inh,rCAG RNA binder
Cc1cc(C)c(-c2csc(Cc3nc(-c4cc5ccccc5oc4=O)cs3)n2)cc1C,1.3,-5.9,-4.3,4.4,7.9,1.3,1.2,-15.6,-0.7,10.1
CC(=O)Nc1ccc(C(=O)CN2C(=O)NC3(CCCCCC3)C2=O)c(F)c1,-0.2,5.1,-9.4,7.9,-3.7,-2.5,-4.1,-4.4,-1.6,0.6
COc1ccc(-c2noc(N3CCC(C(=O)NCc4ccc(Cl)cc4)CC3)n2)cc1,0.2,2.5,-5.0,1.3,-6.8,5.0,-0.9,-0.8,-6.6,0.6
COc1ccc(CNC(=O)c2cc(=O)c3cc(C)ccc3o2)cc1,0.9,-0.1,12.1,-0.1,-10.5,-0.9,-4.2,-2.3,-5.1,1.6
CC(OC(=O)CCCN=C1NS(=O)(=O)c2ccccc21)C(=O)Nc1ccccc1F (configuration not stated),1.5,-1.3,0.6,-1.8,-1.9,13.0,-3.2,-1.5,-1.7,1.3
Brc1ccc(CSc2nnc(-c3cnccn3)n2Cc2ccco2)cc1,0.5,1.4,-1.6,5.3,-4.4,4.0,0.8,-15.3,-3.7,-5.2
O=C(CSc1nc2ncc(Cl)cc2[nH]1)NC1CCS(=O)(=O)C1 (configuration not stated),0.3,-6.8,-4.8,-1.0,-0.5,3.1,3.6,0.4,-5.0,-2.4
